# Compound activity deposited in PubChem by Sanford-Burnham Center for Chemical Genomics.
# LMPTP block – LMPTP (human) inhibition; P24666; recombinant LMPTP-A, OMFP fluorogenic substrate, fluorescence intensity; inhibition, % at 20 µM; hit rate 0.22% among 360,000;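 active = compounds that cut the enzyme signal by at least half of the control window in the single-dose screen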;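 note: plate controls were DMSO wells with enzyme plus substrate for no effect and substrate without enzyme for full effect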
# Target sequence (P24666 whole entry, looked up): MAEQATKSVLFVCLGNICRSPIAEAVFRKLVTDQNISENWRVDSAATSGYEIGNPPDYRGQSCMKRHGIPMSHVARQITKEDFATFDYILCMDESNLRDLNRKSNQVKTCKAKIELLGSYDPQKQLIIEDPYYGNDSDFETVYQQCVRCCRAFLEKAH
#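 Test system: LMPTP-A phosphatase enzyme; input: 0.625 nM LMPTP-A final; reagent: OMFP substrate, 400 µM final; compound dosing: 20 µM single dose, 3% DMSO; incubation: 50 min dark incubation at room temperature; measured by: endpoint fluorescence intensity from OMFP dephosphorylation; measure: % inhibition relative to no-enzyme and uninhibited control wells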
# Scp1 inh – Scp-1 (human) phosphatase inhibition | AID 493091 | Q9GZU7 | Recombinant Scp1, phosphopeptide, malachite green phosphate absorbance | hit rate 0.88% among 340,000 | inhibition, % at 20 µM;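 active = inhibition above about 50% at 20 µM, limit read from the data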;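 note: plate controls were DMSO wells with enzyme for no effect and wells lacking enzyme for full effect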
# Target sequence (Q9GZU7 76-261 limits assumed): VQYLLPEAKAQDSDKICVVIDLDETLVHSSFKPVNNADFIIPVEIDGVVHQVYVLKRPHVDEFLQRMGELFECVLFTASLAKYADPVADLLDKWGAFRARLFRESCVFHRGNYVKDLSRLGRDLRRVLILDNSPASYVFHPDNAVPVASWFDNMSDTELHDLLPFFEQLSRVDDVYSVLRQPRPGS
#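 Times: enzyme reaction 45 min at room temperature, colour 5 min, stabilisation 30 min. Material: SCP-1 catalytic fragment, aa 76-261. Medium: Acidic Tris acetate buffer with magnesium and detergent. Signal: colorimetric free-phosphate detection, absorbance 630 nm. Read-out basis: % inhibition of SCP-1 phosphate liberation. Reagent: Phosphorylated 17-residue peptide substrate.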
# STEP block – blocks human striatal-enriched tyrosine phosphatase | P54829 | recombinant STEP, OMFP fluorogenic substrate, fluorescence | inhibition, % at 20 µM | hit rate 0.25% among 360,000 | AID 588621;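 active = inhibition at 20 µM, scaled per plate between control wells, above about 37%, limit read from the data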;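 note: 0% = DMSO with enzyme and substrate and 100% = substrate only without enzyme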
# Target sequence (P54829 whole entry, looked up): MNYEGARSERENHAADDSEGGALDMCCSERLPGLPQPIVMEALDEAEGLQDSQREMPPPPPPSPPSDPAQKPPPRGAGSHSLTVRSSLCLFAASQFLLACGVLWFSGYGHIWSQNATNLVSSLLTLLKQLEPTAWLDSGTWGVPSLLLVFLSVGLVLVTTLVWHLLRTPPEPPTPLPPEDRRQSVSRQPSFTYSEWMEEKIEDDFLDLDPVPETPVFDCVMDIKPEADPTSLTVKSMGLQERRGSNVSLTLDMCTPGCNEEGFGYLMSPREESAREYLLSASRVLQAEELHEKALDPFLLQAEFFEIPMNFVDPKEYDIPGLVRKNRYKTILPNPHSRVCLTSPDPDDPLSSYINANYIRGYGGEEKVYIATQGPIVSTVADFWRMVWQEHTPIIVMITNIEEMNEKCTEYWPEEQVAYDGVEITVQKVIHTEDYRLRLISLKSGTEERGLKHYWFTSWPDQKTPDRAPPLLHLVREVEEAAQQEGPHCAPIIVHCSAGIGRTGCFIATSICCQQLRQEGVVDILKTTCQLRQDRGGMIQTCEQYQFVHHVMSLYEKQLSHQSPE
#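 medium = Bis-Tris buffer pH 6.0, 2.5 mM DTT, 0.005% Tween 20 | test system = STEP (striatal-enriched tyrosine phosphatase) enzyme, cell-free | measure = normalized % inhibition | compound dosing = 20 µM, 1% DMSO | also added = 25 µM OMFP | schedule = reaction 20 min, ambient temperature | measured by = fluorescence read at 480 nm ex / 540 nm em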
# SKN-1 inh – blocks SKN-1 activity in C. elegans | C. elegans VP596 Pgst-4::GFP/RFP ratio, acrylamide-induced, 24 h | inhibition, % at 21.8 µM | hit rate 0.49% among 360,000 | AID 624304;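 active = interference check ratio from 0.5 to 1.5 plus GFP to RFP signal ratio inhibition reaching or exceeding a fixed threshold, cut at about 30% in these data, passing the limit was not always enough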; note: some compounds called inactive have numbers as strong as hits
# Rpn11 block – inhibitors of human proteasome Rpn11; hit rate 0.59% among 360,000; AID 588493; human 26S proteasome, Ub4-pepOG fluorescence polarization; 20S core pre-blocked with epoxomicin; O00487; calls only at 20 µM;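 active = inhibition at 20 µM, scaled to each plate's controls, above about 33%, limit read from the data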
# DNMT1 inh – blocks human DNA methyltransferase DNMT1; hit rate 0.83% among 360,000; inhibition (reported as % activation of signal), % at 10 µM; AID 588458; DNMT1 molecular beacon, Hinp1I cleavage, fluorescence; in the data active = inhibition above about 50%
# SUMO1-SIM PPI – alters human SUMO1 binding to SIM partners | P63165 | SUMO1 binding to a labelled peptide, TR-FRET, 1 h | inhibition, % at 20 µM | hit rate 0.33% among 360,000 | AID 602429; in the data active = inhibition above about 37%
# Target sequence (P63165 whole entry, looked up): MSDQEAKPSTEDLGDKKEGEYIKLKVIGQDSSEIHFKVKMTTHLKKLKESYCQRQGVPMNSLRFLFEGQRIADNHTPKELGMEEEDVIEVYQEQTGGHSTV
# CendR NRP1 mod – alters CendR peptide binding to human NRP-1 | O14786 | FAM-RPARPAR peptide binding to NRP-1, fluorescence polarization | inhibition, % at 25 µM | hit rate 0.85% among 360,000 | AID 602438;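 active = inhibition or corrected inhibition above about 18%, plus a signal ratio from 0.5 to 1.5, limit read from the data, passing the limit was not always enough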; note: strong numbers were not always called active
# NadD inh – NadD (S. aureus) enzyme inhibition. purified NadD enzyme, colorimetric absorbance read-out. inhibition, % at 20 µM. hit rate 0.78% among 360,000. AID 602399; in the data active = inhibition above about 26%; note: some compounds past the cut are filed as inactive
# MT1-MMP act inh – MT1-MMP (human) activation inhibition; P50281; HT1080 RFP-PRO-GFP cells, GFP/RFP ratio fluorescence, overnight; percent of plate control window, DMSO zero; GFP/RFP ratio change, % at 20 µM; hit rate 0.061% among 360,000;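 active = GFP/RFP ratio change of at least 30% with cell ATP level not reduced by more than half and red fluorescence within 50% of control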; note: strong numbers were not always called active
#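 Assay system: HT1080 cells carrying an RFP-PRO-GFP reporter | Dosing: Single dose of 20 µM compound, 1% DMSO final | Incubation: Cells overnight before dosing, compound overnight, 37 °C, 5% CO2 | Evaluation: GFP/RFP fluorescence ratio | Control set: DMSO and RFP-L50D-GFP cell wells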
# An asterisk follows results filed as active; i = inactive; x = not tested or not shown. Rows were taken by chance. About 3.9% of those tested had a hit in this group.
mol	LMPTP block	Scp1 inh	STEP block	SKN-1 inh	Rpn11 block	DNMT1 inh	SUMO1-SIM PPI	CendR NRP1 mod	NadD inh	MT1-MMP act inh
Cc1cccc(C(=O)N/N=C/C(C)Cc2ccc3c(c2)OCO3)c1 (stereo not given)	0.7	-6.3	-2.3	-9.0	i	-3.5	-2.9	-1.0	6.3	1.9
CCc1cc(C(=O)OC)c(NC(=O)CCC(=O)O)s1	-1.7	62.2*	1.7	5.0	i	-1.8	-0.2	-3.1	4.2	4.0
c1cc(N2CCCCC2)nc(N2CCCCC2)n1	-0.9	-12.4	-4.5	10.4	i	-0.2	2.6	-4.4	0.0	2.0
Cc1cn([C@H]2C[C@H](O)[C@@H](/C=C/C(=O)NCCC(C)C)O2)c(=O)[nH]c1=O	-1.7	x	-3.0	3.4	i	-2.3	2.1	12.3	-1.9	1.8
COCCSc1nnc(NC(=O)C2CC(=O)N(CCc3ccc(F)cc3)C2)s1 (stereo not given)	-0.9	-9.3	-0.4	6.6	i	-0.7	4.3	0.7	1.2	1.4
O=C(CNC(=O)c1cc(Cl)nc2ccccc12)Nc1ccccc1Br	-0.8	-4.6	0.1	8.1	i	-0.7	-6.9	0.7	-7.6	1.2
CC(NC(=O)c1ccco1)c1ccc2c(c1)OCCO2 (stereo not given)	-1.8	-6.0	-0.5	9.6	i	0.1	-3.7	-1.2	-1.2	1.3
C[C@H](CO)N1C[C@H](C)[C@@H](CN(C)S(=O)(=O)c2ccc(F)cc2)Oc2c(NC(=O)Nc3ccc(C(F)(F)F)cc3)cccc2C1=O	2.1	-9.8	3.6	12.0	i	3.2	4.0	13.4	-14.0	2.0
COc1ccc(NC(=O)Nc2ccc(F)cc2F)c(C)c1	-0.6	-7.3	-4.8	-2.9	i	-1.5	-2.7	-7.6	-2.3	4.5
CC(C)(C)/C(O)=C/c1nc2cc(Cl)ccc2oc1=O	-1.5	-3.6	1.4	12.1	i	1.5	-0.8	-19.1	-2.3	10.5
COc1cc(Cl)c(C)cc1NC(=O)CN1C(=O)C2CCCCC2C1=O (stereo not given)	0.4	-8.2	2.6	5.1	i	-0.6	2.4	-7.2	-4.7	-5.5
COC(=O)c1ccccc1NC(=O)CC(=O)Nc1ccccc1C(=O)OC	-0.9	2.0	-0.5	-3.4	i	0.9	-0.1	-6.3	-11.1	-4.9
O=C(Nc1nc2c(Br)cc(Br)cc2c(=O)s1)c1ccco1	15.9	93.4*	33.9	1.6	i	5.4	4.5	-27.0	15.7	-7.1
Cc1ccc2nc(C)c(C(=O)N/N=C/c3cccs3)cc2c1	-0.4	-8.3	-0.1	1.6	i	5.3	-9.5	4.7	-0.4	-1.5
COc1cccc(NC(=S)N2C3CCCC2CC(NC(=O)C2CC2)C3)c1 (stereo not given)	0.9	0.9	2.6	10.2	i	1.9	4.4	-11.1	1.6	0.3
C=CCN(CC=C)C(=O)C1CCN(S(=O)(=O)c2ccc(-n3cnnn3)cc2)CC1	-0.1	-2.3	0.0	8.4	i	1.7	0.3	-0.9	-5.1	-0.2
Cc1nc2c(o1)C(=O)c1ccccc1C2=Nc1ccccc1	0.6	-7.6	-3.9	5.8	i	17.9	-40.3	0.5	-3.9	-8.5
O=C(CSc1nnc(CNC(=O)c2ccc(F)cc2)o1)c1ccccc1	-0.8	-2.4	1.6	12.3	i	1.0	6.4	10.2	2.1	-1.0
NC(=O)c1ccc(-n2nnnc2SCC(=O)Nc2ccc(F)cc2)cc1	-2.0	12.3	-4.2	-3.9	i	-6.8	1.8	1.4	-5.6	x
CC(C)CCNC(=O)C1(C)CCN1Cc1ccc(-c2ccccn2)cc1 (stereo not given)	0.6	x	-1.2	9.0	i	-0.4	1.7	-3.2	0.8	2.7
CC1Oc2ccccc2N(Cc2cccc(F)c2)C1=O (stereo not given)	-0.1	2.3	-0.6	-2.4	i	-0.1	7.5	-1.7	-2.7	3.1
N#Cc1ccc(-c2cccnc2)nc1SCC(N)=O	-2.1	-2.2	0.3	-2.9	i	-4.2	-2.0	12.1	1.1	-1.2
O=C(CSc1c2c(nc3ccccc13)CCC2)N1CCCC1	0.1	-9.6	-4.5	5.8	i	0.3	-3.4	-8.5	6.1	-1.1
COCCN1Cc2cccc(C(=O)Nc3cc(C)cc(C)c3)c2C1=O	-0.1	-7.2	-3.0	-25.1	i	3.6	3.9	-4.6	3.5	4.8

# 3 entries from above, arranged by SMILES length, highest first.
mol	LMPTP block	Scp1 inh	STEP block	SKN-1 inh	Rpn11 block	DNMT1 inh	SUMO1-SIM PPI	CendR NRP1 mod	NadD inh	MT1-MMP act inh
COCCSc1nnc(NC(=O)C2CC(=O)N(CCc3ccc(F)cc3)C2)s1 (stereo not given)	-0.9	-9.3	-0.4	6.6	i	-0.7	4.3	0.7	1.2	1.4
COc1cccc(NC(=S)N2C3CCCC2CC(NC(=O)C2CC2)C3)c1 (stereo not given)	0.9	0.9	2.6	10.2	i	1.9	4.4	-11.1	1.6	0.3
Cc1cccc(C(=O)N/N=C/C(C)Cc2ccc3c(c2)OCO3)c1 (stereo not given)	0.7	-6.3	-2.3	-9.0	i	-3.5	-2.9	-1.0	6.3	1.9

# Going on with the list.
mol	LMPTP block	Scp1 inh	STEP block	SKN-1 inh	Rpn11 block	DNMT1 inh	SUMO1-SIM PPI	CendR NRP1 mod	NadD inh	MT1-MMP act inh
Cc1nn(-c2ccccc2)nc1CNC(=O)C1CCC1	-0.7	-10.7	3.0	5.8	i	1.4	4.8	24.6*	-2.4	1.6
O=C(CCn1c(=S)oc2ccccc21)NC1CCCCCCC1	1.2	5.8	4.5	-3.3	i	5.5	2.0	10.6	-0.3	-2.9
Oc1sc(C=Nc2ccccc2)c2ccccc12	2.3	5.3	-2.5	22.2	x	1.5	-13.0	-100.2	-2.1	-159.2
COCCN(C(=O)CSc1nnc(-c2ccccc2F)n1N)c1c(N)n(Cc2ccccc2)c(=O)[nH]c1=O	-0.4	7.0	1.5	-9.3	i	2.1	-1.4	-1.2	-2.0	0.8
CCCC(=O)Nc1cc(S(=O)(=O)N2CCCCC2)ccc1N1CCOCC1	0.6	-9.8	-1.4	-3.6	i	0.3	-4.1	2.9	-5.6	2.7
O=CN1CCN(C(=O)COc2ccc(Cl)cc2Br)CC1	-0.9	-4.0	-2.6	-19.2	i	-3.2	2.7	0.7	-3.0	-2.5
CN(C)C(CNc1ncnc2sccc12)c1ccccc1 (stereo not given)	0.8	-6.9	-0.7	-3.7	i	1.2	-0.5	-10.9	1.1	3.2
COCC1CCN(C(=O)c2cc(COc3ccccc3SC)on2)C1 (stereo not given)	0.2	-8.3	-5.0	-17.8	i	1.2	2.8	-3.6	-1.6	-0.9
CC1=CC(C)(C)Nc2ccc(OC(=O)CN3C(=O)c4ccccc4C3=O)cc21	-0.8	-10.7	0.0	7.3	i	-3.8	-6.5	-5.2	-0.8	-71.1
CC1COc2ccccc2N1C(=O)c1cccnc1Cl (stereo not given)	-0.2	2.2	-1.7	-7.7	i	1.3	1.5	0.7	2.1	0.4
O=C(Nc1cccc(F)c1)NC1CCCc2ccccc21 (stereo not given)	2.9	-9.2	0.8	14.6	i	0.1	1.9	5.8	-2.2	-4.3
CCN(c1ccccc1)S(=O)(=O)c1cc(C(=O)NCc2ccccn2)ccc1C	-7.7	-6.6	3.0	9.7	i	-0.7	-6.5	3.1	-2.8	-1.0
Cc1cccc(OCC(=O)Nc2ccccc2C(F)(F)F)c1	1.5	9.2	2.5	10.6	i	3.1	-3.7	9.2	-1.7	1.2
Cc1ccccc1NC(=O)c1ccc(S(=O)(=O)N2CCCC2)cc1	0.5	-8.1	-1.0	-11.8	i	2.5	-8.6	10.4	2.4	0.0
CCCCn1c(N)c(N(CCOC)C(=O)COC(=O)COc2c(C)cc(C)cc2C)c(=O)[nH]c1=O	-0.9	-6.2	-2.2	16.1	i	1.0	-1.8	9.5	1.9	-0.7
C=CCn1cc(Cl)cc(C(=O)Nc2ccccc2)c1=O	-0.8	-10.6	-1.9	19.0	i	1.5	-16.8	-6.1	-1.6	1.5
ClCCN1C2=NCCCN2c2ccccc21	-0.9	0.2	-2.5	8.8	i	-0.5	-3.3	14.7	-1.0	-2.2
CCc1ccc(C(O)(C(C)C)C(CN2CCOCC2)c2ccccc2)cc1 (stereo not given)	0.3	-13.1	-0.4	-11.8	i	5.3	6.1	3.9	-7.6	-7.5
COC(=O)c1cc(S(=O)(=O)NCC(C)c2ccccc2)cn1C (stereo not given)	-3.0	0.8	2.1	3.6	i	2.8	-1.8	5.5	-5.2	2.1
Cc1cc(C)c(NC(=O)CSCc2c(C)noc2C)c(C)c1	-0.3	-3.9	-1.3	4.5	i	-0.7	0.7	-5.4	1.0	0.5
CCOC(=O)CSc1nnc2c(n1)C1(C)CCC2C1(C)C (stereo not given)	-2.1	-2.2	-1.8	-41.2	i	18.8	3.9	-1.4	-6.8	1.3
O=C(COc1ccc(Br)cc1)Nc1ccc2c(c1)C(=O)NC2=O	-1.2	-6.5	-1.2	6.6	i	6.6	1.9	2.3	9.2	4.8
Cc1ccccc1-c1nc(CN2CCC(C(=O)N3CCC(C(N)=O)CC3)CC2)c(C)o1	-2.6	-11.2	-1.2	-4.1	i	-5.2	4.6	-14.0	-7.1	1.0
CN(C)c1ccccc1C(=O)c1ccccc1N(C)C	-0.3	-3.4	1.1	-8.6	i	-1.5	-12.8	0.8	-3.3	-2.4
Nc1nc(N(Cc2ccccc2)Cc2ccccc2)nc(C(F)(F)F)n1	3.3	0.5	0.7	-1.9	i	-4.5	1.3	-3.5	-3.6	-11.6
CCN(CC)c1ccc(/C=N/NC(=S)NCc2ccccc2)c(O)c1	0.1	2.4	-0.7	-1.0	i	-10.6	-4.9	-15.4	8.7	3.9
O=C(c1cc(S(=O)(=O)N2CCOCC2)ccc1F)N1CCCc2ccccc21	-1.2	-3.0	-3.5	-7.5	i	0.9	4.1	11.6	-2.1	0.1
CC1CCCN(C(=O)COC(=O)C2CCN(S(=O)(=O)c3ccc(Cl)c(C(F)(F)F)c3)CC2)C1 (stereo not given)	2.4	-0.6	1.3	-7.6	i	4.3	3.0	-7.5	-3.9	-4.3
CCOC(=O)C1CCCN(C(=S)Nc2ccc(C)cc2C)C1 (stereo not given)	-0.9	2.5	2.5	0.5	i	5.3	1.2	-9.9	7.1	-6.9
COc1ccc(NC(=O)CN2CCC(C(=O)c3ccc(C)cc3)CC2)c(OC)c1	0.6	-7.1	-1.2	11.1	i	-5.2	0.7	6.9	-6.1	1.1
Nc1cc(N)nc(SCc2nnnn2-c2ccc(Cl)cc2)n1	1.4	-5.3	-3.3	-4.4	i	-1.8	-1.6	5.2	-1.9	0.8
